High-throughput results (PubChem BioAssay)
Mtb BioA inh – blocks M. tuberculosis BioA enzyme activity. 360,000 compounds, 0.096% hits. inhibition, % at 9.99 µM. purified M. tuberculosis BioA enzyme, plate reader. AID 602481; in the data active = inhibition above about 40%
The depositor's hits bear a star.

| Structure | Mtb BioA inh |
| --- | --- |
| COc1ccc(S(=O)(=O)N(C)C[C@H]2OCCCC[C@H](C)Oc3ccc(NC(=O)c4ccccc4)cc3C(=O)N([C@H](C)CO)C[C@@H]2C)cc1 | -0.5 |
| CO[C@@H]1CN(C)C(=O)c2ccc(NC(=O)C3CCC3)cc2OC[C@@H](C)N(Cc2ccccn2)C[C@@H]1C | 5.9 |
| Cc1ccc(S(=O)(=O)N(C)C[C@@H]2OCCCC[C@@H](C)Oc3ccc(NC(=O)Nc4ccc(C(F)(F)F)cc4)cc3C(=O)N([C@H](C)CO)C[C@H]2C)cc1 | -0.1 |
| CC(C)NC(=O)N(C)C[C@@H]1OCCCC[C@@H](C)Oc2ccc(NS(=O)(=O)c3ccc(Cl)cc3)cc2C(=O)N([C@H](C)CO)C[C@H]1C | 0.6 |
| Cc1noc(C)c1NC(=O)Nc1ccc2c(c1)C(=O)N([C@@H](C)CO)C[C@H](C)[C@@H](CN(C)C(=O)Nc1ccc3c(c1)OCO3)O2 | 1.6 |
| Cc1noc(C)c1S(=O)(=O)Nc1ccc2c(c1)CC(=O)N([C@H](C)CO)C[C@@H](C)[C@H](CN(C)C(=O)Nc1ccc(C(F)(F)F)cc1)O2 | -0.1 |
| COc1ccccc1S(=O)(=O)N(C)C[C@H]1Oc2cc(C#CCC3CCCC3)ccc2S(=O)(=O)N([C@@H](C)CO)C[C@H]1C | 1.9 |
| C[C@H](O)C#Cc1ccc([C@H]2[C@@H](CO)N3CCCCN(CC4CC4)C[C@H]23)cc1 | -0.1 |
| CNC[C@@H]1OCCCC[C@@H](C)Oc2ccc(NS(=O)(=O)c3c(C)noc3C)cc2C(=O)N([C@H](C)CO)C[C@H]1C | -2.5 |
| Cc1noc(C)c1S(=O)(=O)N(C)C[C@@H]1OCCCC[C@@H](C)Oc2ccc(NC(=O)CCCN(C)C)cc2C(=O)N([C@@H](C)CO)C[C@H]1C | -2.3 |
| C[C@H]1CN([C@@H](C)CO)C(=O)c2cccc(NC(=O)Nc3ccc4c(c3)OCO4)c2O[C@@H]1CN(C)C(=O)Nc1ccc(F)cc1 | 5.4 |
| C[C@@H]1CN([C@H](C)CO)C(=O)c2cc(NC(=O)Nc3cccc4ccccc34)ccc2O[C@@H]1CN(C)C(=O)NC1CCCCC1 | -1.0 |
| CN1C(=O)c2cc(NC(=O)C3CCOCC3)ccc2OC[C@H]2O[C@H](CC(=O)NCC3CCCCC3)CC[C@@H]21 | 0.7 |
| C[C@@H]1CN([C@@H](C)CO)C(=O)c2cc(NC(=O)Nc3ccc(C(F)(F)F)cc3)ccc2O[C@@H](C)CCCCO[C@@H]1CN(C)C(=O)NC1CCCCC1 | -3.0 |
| CCC(=O)N(C)C[C@H]1Oc2ncc(-c3ccc(F)cc3)cc2C(=O)N([C@H](C)CO)C[C@H]1C | 1.5 |
| O=C(Cc1ccncc1)NCC[C@H]1CC[C@H](NC(=O)C2CCOCC2)[C@@H](CO)O1 | 3.8 |
| COc1ccccc1C(=O)Nc1ccc2c(c1)C(=O)N(C)[C@@H]1CC[C@H](CC(=O)NCc3ccc(Cl)c(Cl)c3)O[C@@H]1CO2 | 0.6 |
| C[C@@H]1CN([C@H](C)CO)C(=O)c2cc(NC(=O)Nc3ccc4c(c3)OCO4)ccc2O[C@@H](C)CCCCO[C@H]1CN(C)Cc1ccncc1 | -0.3 |
| Cc1ccc(S(=O)(=O)Nc2ccc3c(c2)C(=O)N([C@H](C)CO)C[C@H](C)[C@H](CN(C)S(=O)(=O)c2ccc(F)cc2)OCCCC[C@@H](C)O3)cc1 | -1.7 |
| C[C@@H]1CN([C@@H](C)CO)C(=O)Cc2cc(NC(=O)Cn3cnnn3)ccc2O[C@H]1CN(C)Cc1ccccc1 | 9.7 |
| C[C@H](CO)N1C[C@H](C)[C@@H](CN(C)Cc2ccncc2)Oc2ccc(NS(=O)(=O)c3ccccc3)cc2CC1=O | -0.3 |
| COCCCNC(=O)[C@@]1(Cc2ccccc2N=[N+]=[N-])N=C(c2ccc(OCCCO)cc2)O[C@H]1c1ccccc1N=[N+]=[N-] | -0.2 |
| COc1ccc(S(=O)(=O)Nc2ccc3c(c2)C(=O)N([C@@H](C)CO)C[C@H](C)[C@@H](CN(C)C)OCCCC[C@H](C)O3)cc1 | -0.8 |
| CNC[C@H]1OCCCC[C@@H](C)Oc2ccc(NC(=O)Nc3ccccc3)cc2C(=O)N([C@H](C)CO)C[C@H]1C | 1.7 |
| C[C@H]1CCCCO[C@H](CN(C)Cc2ccc3c(c2)OCO3)[C@@H](C)CN([C@@H](C)CO)C(=O)c2cc(NS(=O)(=O)c3ccc(Cl)cc3)ccc2O1 | 4.3 |
| COc1ccc(S(=O)(=O)Nc2ccc3c(c2)CC(=O)N([C@@H](C)CO)C[C@H](C)[C@@H](CN(C)S(=O)(=O)c2cccs2)O3)cc1 | 0.1 |
| CNC[C@H]1Oc2ccc(NC(=O)CCC(F)(F)F)cc2C(=O)N([C@H](C)CO)C[C@H]1C | -1.1 |
| Cc1noc(C)c1S(=O)(=O)Nc1ccc2c(c1)CC(=O)N([C@H](C)CO)C[C@@H](C)[C@H](CN(C)S(=O)(=O)c1cccs1)O2 | -0.1 |
| C[C@@H]1CN([C@H](C)CO)C(=O)c2cccc(NC(=O)Nc3ccc(C(F)(F)F)cc3)c2O[C@H]1CN(C)Cc1ccccc1 | -2.6 |
| CC(C)NC(=O)N(C)C[C@@H]1Oc2ncc(C#CC3CCCCC3)cc2C(=O)N([C@@H](C)CO)C[C@@H]1C | -0.5 |

Seven entries from above, ordered by number of heavy atoms, lowest first.
| Structure | Mtb BioA inh |
| --- | --- |
| C[C@H](O)C#Cc1ccc([C@H]2[C@@H](CO)N3CCCCN(CC4CC4)C[C@H]23)cc1 | -0.1 |
| C[C@@H]1CN([C@@H](C)CO)C(=O)Cc2cc(NC(=O)Cn3cnnn3)ccc2O[C@H]1CN(C)Cc1ccccc1 | 9.7 |
| C[C@H](CO)N1C[C@H](C)[C@@H](CN(C)Cc2ccncc2)Oc2ccc(NS(=O)(=O)c3ccccc3)cc2CC1=O | -0.3 |
| COc1ccccc1C(=O)Nc1ccc2c(c1)C(=O)N(C)[C@@H]1CC[C@H](CC(=O)NCc3ccc(Cl)c(Cl)c3)O[C@@H]1CO2 | 0.6 |
| COCCCNC(=O)[C@@]1(Cc2ccccc2N=[N+]=[N-])N=C(c2ccc(OCCCO)cc2)O[C@H]1c1ccccc1N=[N+]=[N-] | -0.2 |
| Cc1ccc(S(=O)(=O)Nc2ccc3c(c2)C(=O)N([C@H](C)CO)C[C@H](C)[C@H](CN(C)S(=O)(=O)c2ccc(F)cc2)OCCCC[C@@H](C)O3)cc1 | -1.7 |
| Cc1ccc(S(=O)(=O)N(C)C[C@@H]2OCCCC[C@@H](C)Oc3ccc(NC(=O)Nc4ccc(C(F)(F)F)cc4)cc3C(=O)N([C@H](C)CO)C[C@H]2C)cc1 | -0.1 |

The list continues:
| Structure | Mtb BioA inh |
| --- | --- |
| C[C@@H]1CCCCO[C@@H](CN(C)Cc2ccc(Cl)c(Cl)c2)[C@H](C)CN([C@@H](C)CO)C(=O)c2cc(NC(=O)Nc3ccc4c(c3)OCO4)ccc2O1 | -4.1 |
| CC(=O)N1[C@@H](CO)[C@H](c2ccccc2)[C@@H]1CNC(=O)CN1CCOCC1 | 0.9 |
| COc1ccc([Si](C)(C)[C@H]2[C@H](CCO)O[C@@]3(C(=O)N(Cc4ccc(NC(C)=O)cc4)c4ccccc43)[C@@H]2C)cc1 | 0.3 |
| CCCC(=O)Nc1ccc2c(c1)C(=O)N(C)[C@H]1CC[C@@H](CC(=O)NCCN3CCCCC3)O[C@@H]1CO2 | -0.7 |
| C[C@@H]1CCCCO[C@@H](CN(C)CC2CCCCC2)[C@@H](C)CN([C@H](C)CO)C(=O)c2cc(NC(=O)CCCN(C)C)ccc2O1 | -2.8 |
| Cc1ccccc1S(=O)(=O)N1C[C@@H](O)COC[C@@H]2O[C@H](CC(=O)NCCc3ccccc3)CC[C@H]21 | 1.2 |
| O=C(C[C@H]1CC[C@@H](NC(=O)Cc2ccccn2)[C@@H](CO)O1)NCCCN1CCOCC1 | -1.9 |
| CCN1[C@@H]2c3ccc(-c4ccccc4)c(=O)n3C[C@@H]2[C@@H](CO)[C@@H]1C(=O)NCC1CC1 | 0.2 |
| Cn1cnc(S(=O)(=O)N2CCCCN3[C@H](CO)[C@H](c4ccc(C#CC5CCCC5)cc4)[C@H]3C2)c1 | -1.4 |
| COc1ccccc1-c1cn(CC[C@H]2CC[C@@H](NC(=O)C3CCOCC3)[C@@H](CO)O2)nn1 | 2.0 |
| CCC(=O)Nc1ccc2c(c1)OC[C@H](C)N(C(=O)NC(C)C)C[C@@H](C)[C@H](OC)CN(C)C2=O | -4.6 |
| CN(C)CCCNC(=O)C[C@@H]1CC[C@H]2[C@@H](COc3ccc(NC(=O)c4ccccc4F)cc3C(=O)N2C)O1 | -1.5 |
| Cc1ccc(S(=O)(=O)N[C@@H]2C=C[C@@H](CC(=O)NC3CCCCC3)O[C@@H]2CO)cc1 | -0.9 |
| CC(=O)N(C)C[C@@H]1Oc2ncc(C#Cc3ccccc3F)cc2C(=O)N([C@H](C)CO)C[C@H]1C | 2.2 |
| Cc1noc(C)c1S(=O)(=O)N(C)C[C@@H]1Oc2ccc(NS(C)(=O)=O)cc2CC(=O)N([C@H](C)CO)C[C@H]1C | 2.5 |
| C[C@H]1CN([C@@H](C)CO)C(=O)Cc2cc(NS(=O)(=O)c3cccs3)ccc2O[C@@H]1CN(C)C(=O)Nc1ccccc1 | -2.1 |
| COc1cccc(-c2ccc([C@@H]3[C@@H](CO)N4CCCCN(C(=O)c5ccc(F)cc5)C[C@@H]34)cc2)c1 | -5.3 |
| CN(C)C(=O)C[C@@H]1C[C@H]2c3cc(NC(=O)C4CCOCC4)ccc3O[C@H]2[C@@H](CO)O1 | -0.4 |
| CC(=O)N(C)C[C@@H]1Oc2ncc(-c3cccc(F)c3)cc2C(=O)N([C@H](C)CO)C[C@@H]1C | -1.6 |
| C[C@@H]1CN([C@H](C)CO)C(=O)c2cc(NC(=O)NC3CCCCC3)ccc2O[C@@H]1CN(C)Cc1ccc(-c2ccccc2)cc1 | -2.0 |
| CC(C)CC#Cc1cnc2c(c1)C(=O)N([C@@H](C)CO)C[C@@H](C)[C@@H](CN(C)C(=O)CCN1CCCCC1)O2 | -1.0 |
| C[C@@H]1CN([C@H](C)CO)C(=O)c2cccc(NC(=O)Nc3cccc4ccccc34)c2O[C@H]1CN(C)C(=O)Nc1ccc(C(F)(F)F)cc1 | -1.1 |
| C[C@@H]1CN([C@H](C)CO)C(=O)c2cc(NS(=O)(=O)c3ccc(Cl)cc3)ccc2O[C@@H](C)CCCCO[C@H]1CN(C)C(=O)Nc1ccccc1 | 0.4 |
| Cc1noc(C)c1S(=O)(=O)Nc1ccc2c(c1)CC(=O)N([C@H](C)CO)C[C@H](C)[C@H](CN(C)S(=O)(=O)c1ccc(Cl)cc1)O2 | 1.5 |
| Cc1noc(C)c1NC(=O)N(C)C[C@@H]1Oc2ccc(NC(=O)Cc3ccccc3)cc2CC(=O)N([C@H](C)CO)C[C@@H]1C | 0.7 |
| Cc1ccc(S(=O)(=O)N(C)C[C@@H]2Oc3c(NC(=O)Nc4ccccc4)cccc3C(=O)N([C@H](C)CO)C[C@@H]2C)cc1 | -0.6 |
| CCCNC(=O)N1C[C@H]2[C@@H](c3ccccc31)[C@H](CO)N2C(=O)NC(C)C | -3.5 |
| COc1ccc(S(=O)(=O)N(C)C[C@H]2OCCCC[C@@H](C)Oc3ccc(NC(=O)C4CCCCC4)cc3C(=O)N([C@@H](C)CO)C[C@H]2C)cc1 | -1.1 |
| C[C@@H]1CN([C@@H](C)CO)C(=O)CCCn2nncc2CO[C@H]1CN(C)C(=O)Nc1ccc2c(c1)OCCO2 | -2.2 |
| CN(C)C(=O)[C@@H]1[C@@H](CO)[C@@H]2Cn3c(ccc(-c4ccccc4)c3=O)[C@@H]2N1Cc1ccccc1F | 17.2 |
| C[C@H](CO)N1C[C@H](C)[C@@H](CN(C)C)Oc2c(NC(=O)C3CCOCC3)cccc2C1=O | 1.0 |
| O=C(Nc1cc(Cl)cc(Cl)c1)N[C@@H]1CC[C@@H](CCNS(=O)(=O)c2cccc(F)c2)O[C@H]1CO | -2.1 |
| O=C(NC1CCCC1)[C@@H]1[C@@H](CO)[C@@H]2Cn3c(ccc(-c4cccnc4)c3=O)[C@H]1N2CCc1ccccc1 | -1.3 |
| COc1ccc(S(=O)(=O)Nc2ccc3c(c2)CC(=O)N([C@@H](C)CO)C[C@@H](C)[C@@H](CN(C)C(=O)NC(C)C)O3)cc1 | 0.8 |
| C[C@H]1CN([C@@H](C)CO)C(=O)c2cccc(NC(=O)c3ccncc3)c2O[C@@H]1CN(C)C(=O)Nc1ccc2c(c1)OCO2 | -1.1 |
| CC(C)NC(=O)Nc1ccc2c(c1)CC(=O)N([C@@H](C)CO)C[C@@H](C)[C@H](CN(C)Cc1ccc(Oc3ccccc3)cc1)O2 | -0.1 |
| CC(C)CC#Cc1ccc2c(c1)O[C@@H](CN(C)S(=O)(=O)c1cccc(F)c1)[C@H](C)CN([C@@H](C)CO)S2(=O)=O | -1.9 |
| Cc1noc(C)c1NC(=O)Nc1cccc2c1O[C@@H](CN(C)C(=O)Nc1c(C)noc1C)[C@H](C)CN([C@H](C)CO)C2=O | -0.9 |
| CCC(=O)Nc1ccc2c(c1)C(=O)N(C)C[C@@H](OC)[C@@H](C)CN[C@H](C)CO2 | -1.8 |
| COc1ccc(C(=O)N2C[C@@H]3[C@H](c4ccccc42)[C@@H](CO)N3C(=O)c2cccc(F)c2)cc1 | -3.6 |
| C[C@@H]1CN([C@@H](C)CO)C(=O)CCCn2cc(nn2)CO[C@@H]1CN(C)C(=O)NC1CCCC1 | -2.9 |
| O=C(C[C@H]1C=C[C@H](NC(=O)C2CCC2)[C@H](CO)O1)NCc1ccccc1Cl | 2.8 |
| OC[C@H]1[C@H](c2ccc(-c3cccnc3)cc2)[C@H]2CN(CC3CCOCC3)CCCCN21 | 2.7 |
| CCCN(C)C[C@@H]1Oc2cc(C#C[C@H](C)O)ccc2S(=O)(=O)N([C@H](C)CO)C[C@@H]1C | -1.0 |
| CCCC#Cc1ccc2c(c1)O[C@H](CN(C)C(=O)c1ccncc1)[C@@H](C)CN([C@H](C)CO)S2(=O)=O | -2.7 |
| CCC(=O)N(C)C[C@@H]1Oc2ncc(/C=C/c3ccccc3)cc2C(=O)N([C@@H](C)CO)C[C@H]1C | -0.2 |
| CCC(=O)NC[C@H]1[C@H](c2ccccc2)[C@H](CO)N1C(=O)C1CC1 | -10.7 |

An excerpt (hit frequency here may not be typical).
